Screens: PubChem, National Center for Advancing Translational Sciences (NCATS)
Pf Dd2 growth: Plasmodium falciparum Dd2 growth inhibition. P. falciparum Dd2 growth, SYBR Green, 72 h. hit rate 4.3% among 120,000. Potency, µM (doses to about 28.9 µM), without a hit: at the highest dose activity, negative = inhibition, hits mostly inhibitors. AID 1347417; active = well fitted inhibition curve with a large enough effect; inconclusive = small, poorly fitted or top-dose-only effect; inactive = no such curve, though single readings can be large or run the other way;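 also: plate controls were DMSO vehicle for no effect and reference drug for full effect; nearly all actives have a fitted effect of over 65% in size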
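Readout: SYBR Green fluorescence, 485 nm excitation, 535 nm emission, after ~16 h lysis at 37C. Before that, Dd2-infected red cells (2.5% hematocrit) grew 72 h with compound, 29 uM top final concentration.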
* = called active by the depositor; i = inactive; ? = inconclusive; [ ] = another dose, or the depositor's remark. Potency is read from the fitted curve at half-maximal effect.

SMILES | Pf Dd2 growth
O=C(CCS(=O)(=O)c1ccc2c(c1)NC(=O)CO2)Nc1cccc(C(F)(F)F)c1 | 26%
COCCCNC(=O)CC1CCCCN(Cc2ccccc2)C1=O (stereo unspecified) | -4%
COc1ccc(-c2nc(-c3nnn4c3COC(c3ccc(C)cc3)C4)no2)cc1OC (stereo unspecified) | i
Nc1cccc(-c2ccc(N3CCOCC3)nn2)c1 | i
CC(C)CSc1oc(-c2ccco2)nc1S(=O)(=O)c1ccc(Br)cc1 | ?
O=C(Nc1cccn2nc(C3CCC3)nc12)c1ccccn1 | -25%
COc1cccc(-n2c(=O)c3sccc3n(Cc3cc(=O)n4cc(Cl)ccc4n3)c2=O)c1 | i
Cc1cccc(NS(=O)(=O)c2ccc3c(c2)C(C)(C)C(=O)N3C)c1 | -24%
CCN(CC)c1ncccc1CNC(=O)C1CCOC1 (stereo unspecified) | i
Cc1noc(C2CCCN2C(=O)c2cccc(CC3CCNCC3)c2)n1 (stereo unspecified) | -10%
CC(C)(C)OC(=O)N1CC(NCc2ccc(C(F)(F)F)cc2)C1 | -7%
C[C@@]1(O)CCN(Cc2ccc3c4c(cccc24)C(=O)OC3)C[C@@H]1O | 0%
C[C@H]1[C@@H]2[C@@H](O)C([C@H](C)C(=O)N3CCCC3)CC[C@@]2(C)CC[C@@H]1NC(=O)c1ccccc1 (stereo partly specified) | ?
COc1cccc(Cn2nc(SC)c(S(=O)(=O)c3ccccc3)c2N(C(C)=O)C(C)=O)c1 | 43%[activator]
CCOc1ccc(C(=O)OCc2cc(=O)n3nc(C(C)C)sc3n2)cc1 | -2%
CCOc1ccc(CC(=O)Nc2c(C(=O)c3ccccc3)oc3ccc(OC)cc23)cc1OCC | -5%
CCCc1noc(-c2cccn3c(CNC(=O)c4ccc(OC)cc4)nnc23)n1 | i
Cc1ccc(CNC(=O)CN2C(=O)C3CCCCN3c3ccc(C(=O)N(C)C)cc32)cc1 (stereo unspecified) | -9%
COc1cccc(CN2CCC(n3cc[nH]c3=O)CC2)c1 | 21%[44.1 µM]
COc1ccc(C(=O)N2CCC(C3CCN(S(C)(=O)=O)CC3)C2)c(OC)n1 (stereo unspecified) | ?
O=C(O)C1=NOC2CN(Cc3ccccn3)CC12 (stereo unspecified) | 20%[44.1 µM]
O=C(CC1CCCN(c2cnn(CC3CC3)c(=O)c2)C1)NC1CCCCC1 (stereo unspecified) | i
O=C1CCN(C(=O)C2CCN(C(=O)CCc3c[nH]c4ccccc34)CC2)CCCCCCN1 | i
CCn1c(CNC(=O)C23CC4CC(CC(C4)C2)C3)nnc1SCC(=O)Nc1ccc(OC)cc1 | -9%
COc1cccc(NC(=O)CSc2nc3ccc(NC(=O)c4cccs4)cc3s2)c1 | ?
COCCN1CCC(N2CCN(C(=O)CC3CCCCC3)CC2)C1=O (stereo unspecified) | 21%
Cc1noc(C2CC3(CCN(C(=O)CCCc4c[nH]c5ccccc45)CC3)CN2C)n1 (stereo unspecified) | ?
COc1cccc(C(=O)N2CCCCC2c2nc(-c3cnccn3)n[nH]2)c1 (stereo unspecified) | -10%
Cc1cccc(CC(C)NC(=O)c2ccc3nc(Cc4ccccc4F)oc3c2)n1 (stereo unspecified) | ?
CN(Cc1ccccn1)Cc1ccccc1C(F)(F)F | -17%[44.1 µM]

Two compounds picked at random from the list so far:
SMILES | Pf Dd2 growth
COc1cccc(NC(=O)CSc2nc3ccc(NC(=O)c4cccs4)cc3s2)c1 | ?
O=C1CCN(C(=O)C2CCN(C(=O)CCc3c[nH]c4ccccc34)CC2)CCCCCCN1 | i

Continued:
SMILES | Pf Dd2 growth
COc1cccc(NC(=O)C2CCCN(c3nnc(-n4c(C)ccc4C)s3)C2)c1 (stereo unspecified) | i
CC(C)NC(=O)NC1CC2(CCN(Cc3ccc(O)cc3)CC2)c2ccccc21 (stereo unspecified) | 2.8µM*
Cc1nn(-c2ccccc2)c2c1N(CC(=O)N1CCN(c3ccc(F)cc3)CC1)C(=O)CS2 | 9%
CCC(=O)N1CCCc2cc(S(=O)(=O)N3CCC(C(=O)NC4CCCCC4)CC3)ccc21 | ?
CC1CCc2c(sc(NC(=O)CCCOc3ccccc3)c2C(N)=O)C1 (stereo unspecified) | 30%[activator]
CCOC(=O)c1c(Nc2cccc(O)c2)nnc(-c2ccccc2)c1-c1ccccc1 | ?
COc1cc2c(cc1OCc1ccncc1)NC(=O)C21CCN(C(C)=O)CC1 | i
CNC(=O)[C@@H]1C[C@@H](O)CN1C1CCN(C(=O)C2(c3ccccc3)CC2)CC1 | 24%
NCC(=O)N1Cc2ccccc2CC2(CCCN(CC3CCCC3)C2)C1 (stereo unspecified) | 7.9µM*
CCNC(=O)[C@@H]1CCCN1C1(C(=O)NC)CCCCC1 | 0%[44.1 µM]

The last 4 records of the section before lead into the next:
SMILES | Pf Dd2 growth
COc1cc2c(cc1OCc1ccncc1)NC(=O)C21CCN(C(C)=O)CC1 | i
CNC(=O)[C@@H]1C[C@@H](O)CN1C1CCN(C(=O)C2(c3ccccc3)CC2)CC1 | 24%
NCC(=O)N1Cc2ccccc2CC2(CCCN(CC3CCCC3)C2)C1 (stereo unspecified) | 7.9µM*
CCNC(=O)[C@@H]1CCCN1C1(C(=O)NC)CCCCC1 | 0%[44.1 µM]
CCOC(=O)c1sc2ccccc2c1S(=O)(=O)N1CCN(c2ccccc2F)CC1 | -29%
CC(Oc1ccc(F)cc1)C(=O)Nc1cc(-c2ccc(F)c(F)c2)no1 (stereo unspecified) | ?
CC(C)c1noc(-c2cn(C3CCN(C(=O)C4(c5ccccc5)CC4)CC3)nn2)n1 | ?
CCCn1ccc2sc(C)c(C(=O)N3CCN(C(C)C)CC3)c2c1=O | i
CCCc1noc(-c2ccn3c(CNC(=O)Cc4ccccc4OC)nnc3c2)n1 | -16%
COc1ccc(-c2nc(C)c(CCNC(=O)c3cccs3)s2)cc1 | 5%
CCc1cc(=O)n(CC(=O)Nc2ccc(C(C)C)cc2)c(N2CCOCC2)n1 | -21%
Cc1ccc(-n2nc(C(=O)N3CC[C@](C)(O)C(C)(C)C3)c(O)cc2=O)cc1 | -8%
CC1Oc2ccc(NC(=O)c3ccccc3F)cc2CN(Cc2ccc(Cl)cc2)C1=O (stereo unspecified) | i
CCOc1ccccc1NC(=O)Cn1nc2c(cc1=O)CCCCC2 | -2%
O=C(c1scc2c1OCCO2)N1CCC2(CC1)c1ccccc1CC2O (stereo unspecified) | ?
COc1cccc(C(=O)N2CCC(N3C[C@H](O)C[C@H]3C(=O)NCc3nc4ccccc4n3C)CC2)c1 | i
C[S+](=O)([O-])N1Cc2ccccc2OC2(CCN(C(=O)Cc3ccc(O)cc3)CC2)C1 | 0%
Cn1cnc(S(=O)(=O)NCC2Cn3cccc3CN2Cc2ccccc2)c1 (stereo unspecified) | -16%
O=C(C[C@H]1NC(=O)c2ccccc2NC1=O)NC1CCN(Cc2ccc(F)cc2)CC1 | -5%
CSc1ncc(Cl)c(C(=O)Nc2c(C(=O)c3ccc(C)cc3)oc3ccccc23)n1 | 17%
COc1cc2nc(NCCc3ccccc3)n3nc(-c4cccnc4)nc3c2cc1OC | -18%
COc1ccc(C(=O)NC(C(=O)N2CCCCC2)C2CCN(C(=O)c3ccc(F)cc3)CC2)cc1 (stereo unspecified) | ?
Cc1cccc(Oc2nc3c(c(=O)n(C)c(=O)n3C)n2C)c1 | i
COc1ccc(Cn2ccnc2SCC(=O)Nc2nnc(C)s2)cc1 | -17%
CC(C)(C)CC(=O)N1C[C@@H]2C[C@H]1C(=O)Nc1ccccc1O2 | 42%[activator][44.1 µM]
Cc1ccc(NC(=O)CSc2nc(C3CCCC3)nc3c2c(=O)n(C)c(=O)n3C)c(C)c1 | 8%
Cc1nc2nc(NCc3ccc(Cl)cc3)[nH]n2c(=O)c1Cc1ccccc1 | i
O=C([C@@H]1C[C@H](F)CN1C(=O)c1ccc(OC(F)(F)F)cc1)N1CCCCC1 | ?
Nc1ccc(NC(=O)c2cccc(C(=O)Nc3ccc(N)cc3Cl)c2)c(Cl)c1 | ?
CSc1nn(Cc2ccc(Br)cc2)c(N(C(C)=O)C(C)=O)c1S(=O)(=O)c1ccccc1 | -24%
CN(Cc1ccccc1)C(=O)CC1CCN(C(=O)c2ccncc2)C1 (stereo unspecified) | i
Cc1cnc(C2CC2)n1C1CCN(C(=O)C2CC2)CC1 | -12%
CCN(CC)S(=O)(=O)c1ccc2c(c1)c(=O)c(C(=O)N1CCN(c3ccc(F)cc3)CC1)cn2C | -5%
O=C1NCCOCCCN(C(=O)Nc2ccccc2F)[C@H]2CCC[C@@H]12 | i
COc1cc(C(=O)N2CCC[C@H]2c2nc(-c3ccccc3)no2)cc(OC)c1OC | -30%
CCc1cccc(NC(=O)CCC2CCN(C(=O)c3ccccc3)CC2)c1 | i
O=C(c1ccc2nccn2c1)N1CCC(Cc2ccccc2)CC1 | -20%[44.1 µM]
COCCNC(=O)C(NC(=O)c1ccc(F)cc1)C1CCN(C(=O)C2CC2)CC1 (stereo unspecified) | 9%
Cc1cccn2c(CC(=O)N[C@H](c3ccccn3)C3CC(O)C3)cnc12 (stereo partly specified) | -12%
COc1cccc(NC(=O)/C(C#N)=C/c2ccc(-c3ccc(C)cc3)o2)c1 | -24%
CC1=C[C@@H](CNS(C)(=O)=O)[C@H](C(C)C)C[C@H]1Cc1nc2ccc(Cl)cc2[nH]1 | ?
COCCN1C(=O)c2cccn2CC1CNC(=O)c1ccsc1 (stereo unspecified) | -4%
CCCCC(=O)Nc1cccc(-c2nc3ccccc3s2)c1 | 2%
CCn1c(=O)cc(SCC(=O)NCCc2ccc(OC)cc2OC)c2ccccc21 | -10%
COc1ccc2nc(CO[C@H]3CN(C(=O)c4ccccc4)C[C@H]3F)[nH]c2c1 | i
COC[C@@H]1CN(c2ncccn2)C[C@H]1C(=O)N1CCOCC1 | 6%
CCn1cc(CN2CCCN(S(C)(=O)=O)C(c3ccccc3)CC(=O)NCC2)c(C)n1 (stereo unspecified) | ?
Cc1c(C(=O)N(C)C)sc2c1c(=O)n(-c1ccc(F)cc1)c(=O)n2Cc1ccccc1C#N | i
Cc1cccc(Nc2nc(C)nc(N)c2S(=O)(=O)c2ccccc2)c1 | i
CC(C)Oc1ccc(C(=O)N2C[C@@H](CN(C)C)[C@@H](CO)C2)cc1 | -23%
CCCS(=O)(=O)N1CC(=O)N(c2cccc(F)c2)C(C)(C(=O)NC2CCCCCC2)C1 (stereo unspecified) | ?
COC(=O)[C@@H]1Cc2nc[nH]c2CN1C | -3%[76.6 µM]
CC1Cc2ccccc2N1C(=O)CSc1nnc(-c2cccc(Cl)c2)o1 (stereo unspecified) | i
COCCOC1CN(C2CCN(S(=O)(=O)c3cccs3)CC2)C12CCCCC2 (stereo unspecified) | ?

Single values from the list:
Reading of CC1CCc2c(sc(NC(=O)CCCOc3ccccc3)c2C(N)=O)C1 (stereo unspecified) in Pf Dd2 growth: 30%[activator]
Reading of NCC(=O)N1Cc2ccccc2CC2(CCCN(CC3CCCC3)C2)C1 (stereo unspecified) in Pf Dd2 growth: 7.9µM*
Reading of Cc1cccn2c(CC(=O)N[C@H](c3ccccn3)C3CC(O)C3)cnc12 (stereo partly specified) in Pf Dd2 growth: -12%

Next section:
SMILES | Pf Dd2 growth
Fc1ccccc1N1CCN(c2ncc3c(n2)CCN(Cc2ccc(Br)s2)C3)CC1 | -9%
CN1[C@@H](CCC(=O)NCc2cccnc2)CNC(=O)[C@H]2NCC[C@H]21 | ?
CCOc1ccc(CCNC(=O)C2CCN(C(=O)c3cc4sccc4n3CC)CC2)cc1OCC | ?
N#Cc1ccc(C(=O)N2CCOCCNC(=O)CC2)cc1 | -9%
O=C(c1ccc(F)cc1)N1CCC2(CC1)CCN(CCc1ccccc1)c1ccccc1O2 | i
Cc1cccc(Cn2cc(C(=O)c3ccccc3)c(=O)c3cc4c(cc32)OCO4)c1 | ?
CCn1c(=O)cc(OCC(=O)N2CCN(c3cccc(Cl)c3)CC2)c2ccccc21 | i
CC(C)(C)c1ccc(C(=O)N2CCC3(C2)NC(=O)N(Cc2ccccc2)C3=O)cc1 (stereo unspecified) | -7%
O=C1CC(c2ccccc2)N(C(=O)C2CC2)CCCN(C(=O)NC2CCCCC2)CCN1 (stereo unspecified) | i
COc1cccc(NC(=O)c2ccc3nc(CCc4ccccc4)oc3c2)c1 | ?

An excerpt from above in order of formula weight, lowest first:
SMILES | Pf Dd2 growth
CN1[C@@H](CCC(=O)NCc2cccnc2)CNC(=O)[C@H]2NCC[C@H]21 | ?
Cc1cccc(Cn2cc(C(=O)c3ccccc3)c(=O)c3cc4c(cc32)OCO4)c1 | ?
CC(C)(C)c1ccc(C(=O)N2CCC3(C2)NC(=O)N(Cc2ccccc2)C3=O)cc1 (stereo unspecified) | -7%

More structures follow:
SMILES | Pf Dd2 growth
Cc1cccc2oc(CNC(=O)[C@H]3CCC[C@H](O)C3)nc12 | -12%
CN1[C@@H](CCC(=O)N2CCCC2)CNC(=O)[C@@H]2[C@H]1CCN2Cc1ccc(S(C)(=O)=O)cc1 | 3%
COc1cc(OC)cc(C(=O)Nc2ccc3c(c2)n(C)c(=O)c(=O)n3C)c1 | 24%
COc1ccc(C2Cn3nnc(-c4noc(-c5ccncc5)n4)c3CO2)cc1 (stereo unspecified) | -4%
CCn1cc(-c2ccc(Cl)cc2)cc1C(=O)NCCN1CCOCC1 | -19%
CC1CCC2(CC1)NC(=O)N(CC(=O)Nc1cccc(F)c1)C2=O (stereo unspecified) | -11%
O=C(CCn1cnnn1)N1CC(c2noc(C3CCCN3CC3CC3)n2)C1 (stereo unspecified) | ?

Only part of the results is shown, so the mix of outcomes need not match the whole.
